Source: PubChem (several laboratories)
SDO1 yeast rescue – restores growth of sdo1-depleted yeast | S. cerevisiae sdo1-depleted JHY4D growth rescue, OD600 30 h; stronger effect = higher value; pdr5 snq2 efflux-pump mutant strain | z-score at 10 µM | 140,000 tested, 0.21% active | AID 817;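 active = z-score above 3 at both the 24 hr and the 30 hr optical density reads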;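 also: z-score against mean and SD of all compound wells on the same plate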
Insulin prom inh – TRM-6 insulin promoter activity inhibition | TRM-6 cells (human fetal islet line), insulin promoter-eGFP reporter, imaging; reporter expression induced with tamoxifen | AID 1273 | inhibition, % at 2 µM | 130,000 tested, 0.9% active;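 active = inhibition above the mean plus 3 SD, with well images judged a real hit on visual review, cut at about 60% in these data, passing the limit was not always enough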
SDO1 yeast rescue Rescue 24 h – also measured in SDO1 yeast rescue; calls as there; z-score; S. cerevisiae sdo1-depleted JHY4D growth rescue, OD600; measured here: growth rescue at 24 h;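 0 is the plate mean of compound wells and units are plate SD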
Active calls of the source: *; i = inactive; . = not tested or not shown. Some of the compounds tested. The share of hits here may be higher or lower than overall.

The first 3 records, to show the layout:
SMILES | SDO1 yeast rescue | SDO1 yeast rescue Rescue 24 h | Insulin prom inh
Nc1nonc1C(=O)NC(c1ccccc1)c1ccccc1 | 0.4 | 0.42 | -35.7
Cc1ccc(CCC(=O)Nc2ccc(S(N)(=O)=O)cc2)o1 | 0.65 | 0.39 | 0.0
CC(C)NC(=O)CSc1nc(Cc2cccs2)nc2ccccc12 | -0.5 | 0.21 | -20.4

The whole of this part, repeating the preview:
SMILES | SDO1 yeast rescue | SDO1 yeast rescue Rescue 24 h | Insulin prom inh
Nc1nonc1C(=O)NC(c1ccccc1)c1ccccc1 | 0.4 | 0.42 | -35.7
Cc1ccc(CCC(=O)Nc2ccc(S(N)(=O)=O)cc2)o1 | 0.65 | 0.39 | 0.0
CC(C)NC(=O)CSc1nc(Cc2cccs2)nc2ccccc12 | -0.5 | 0.21 | -20.4
O=C(Nc1ccncc1)C1COc2ccccc2O1 (stereo unspecified) | -0.49 | -0.98 | -28.6
O=C(CN(c1ccccc1)S(=O)(=O)c1ccc(Cl)cc1)Nc1ccccc1C(=O)N1CCCC1 | 0.04 | 0.42 | -93.5
COc1cc2cc(CN(CCCO)S(=O)(=O)c3ccccc3)c(=O)[nH]c2cc1OC | 0.92 | 0.43 | 18.5
NC1=NN=C(N2N=C(c3ccc(Br)cc3)CC2(O)C(F)(F)F)n2ncnc2C1 (stereo unspecified) | . | . | -28.6
COc1ccccc1/C=C/C(=O)NCC(=O)N/N=C/c1ccccc1[N+](=O)[O-] | . | . | 0.0
Cc1ccc(CNC(=O)c2ccc(NC(=O)CCS(=O)(=O)c3cccs3)cc2)cc1 | 0.31 | 0.51 | -29.2
Cc1ccc(C(=O)N/C(=C\c2ccco2)C(=O)NCc2cccnc2)cc1 | -0.51 | -1.34 | 18.5
Cc1ccc(NC(=S)N2CCN(S(=O)(=O)c3c(F)cccc3F)CC2)cc1C | . | . | -35.7
Cn1c(SCC(=O)N2CCc3ccccc3C2)nnc1-c1cccs1 | 0.91 | 0.29 | -3.2
CCOC(=O)CNC(=O)C1(c2ccccc2)CCCC1 | 0.73 | 0.82 | -30.0
COc1ccc(NC2=NCC(=O)N2c2ccccc2F)c(OC)c1 | 0.14 | -0.03 | 30.3
CN(C)c1nc(Oc2ccc(N)cc2)nc(N(C)C)n1 | 0.69 | 0.31 | 67.9
Cc1ncoc1C(=O)Nc1ncc([N+](=O)[O-])s1 | . | . | 55.6
COc1ccc(S(=O)(=O)Cc2ccc(C(=O)N3CCN(c4ccc(Cl)cc4)CC3)o2)cc1 | -1.22 | 0.53 | .
O=C(O/N=C1/CCCc2occc21)c1ccc(F)cc1 | . | . | 30.8
CCn1nc(C(=O)OCC(=O)c2ccc3c(c2)OCCO3)c2ccccc2c1=O | -0.38 | -0.16 | .
Cc1ccc(C=Nc2cccnc2N)cc1 | 2.14 | 1.81 | 28.6
Cc1ccc(NC(=S)NCCCN2CCOCC2)cc1 | 1.9 | 4.73 | -18.5
CCOC(=O)C1=C(CC)OC(N)=C(C#N)C1c1ccc(NC(C)=O)cc1 (stereo unspecified) | -0.81 | -0.95 | -31.2
O=C(O)/C=C/C(=O)NNC(=O)c1ccc(Cl)cc1Cl | . | . | -12.8
CCCC(=O)Nc1ccc2oc(-c3ccncc3)nc2c1 | 1.06 | 1.49 | -25.7
COc1ccc(OCC(=O)N2CCOCC2)cc1 | 0.1 | 0.28 | -10.0
SMILES | SDO1 yeast rescue | SDO1 yeast rescue Rescue 24 h | Insulin prom inh
COc1cc(/C=C(/NC(=O)c2ccccc2)C(=O)Nc2ccc(O)cc2)c([N+](=O)[O-])cc1OC | 1.76 | 1.8 | .
CCN(CC)CCCNC(=O)CC1Sc2ccccc2NC1=O (stereo unspecified) | 0.16 | -0.46 | .
COc1ccc(Br)cc1CNCCSc1nnnn1C | 0.17 | 0.04 | -37.1
Cc1ccc(SCCC(=O)N2CCC(C)CC2)cc1 | -0.47 | -0.61 | 56.2
CCOC(=O)c1c(CN(C)C)oc2cc(CN(C)C)c(O)c(CSc3ccccc3)c12 | 0.49 | 0.53 | 2.9
N=c1c2c(n(Cc3ccccc3)c3c1CCC3)CCC2 | 0.12 | -0.27 | -14.3
COc1ccc(NC(C#N)c2ccccc2OCc2ccccc2)cc1 (stereo unspecified) | 0.77 | 0.83 | .
Cc1ccc(-c2nnc(SCC(=O)N3c4ccccc4NC(=O)C3(C)C)n2N)cc1 | 1.34 | 1.36 | 18.8
CC(C)C1C(C#N)=C(N)SC(N)=C1C#N | 0.74 | 0.94 | 21.4
CCN(CC)c1ccc(/C=N/N2CCOCC2)cc1 | 0.71 | 0.78 | 54.8
CCn1c(SCC(=O)N2CCc3ccccc32)nnc1-c1ccco1 | -0.96 | -1.47 | .
NC(=O)c1oc2ccccc2c1NC(=O)CCc1ccccc1 | -0.45 | -0.66 | -14.3
Nc1ccc(-n2nncc2-c2ccccc2)cc1 | 1.49 | 1.04 | -286.1
Cc1ccccc1Nc1nc(N)nc(CSc2ccccc2)n1 | -1.15 | -1.53 | 46.4
COC(=O)c1c(-c2ccc(C)cc2)csc1NC(=S)NC(=O)c1ccc(F)cc1 | 0.31 | 1.83 | 0.0
CC(C)CC(C(=O)N1CCOCC1)N1Cc2ccccc2C1=O (stereo unspecified) | . | . | -13.3
CN(C)c1cccc(C(=O)OCC(=O)Nc2ccccc2Sc2ccccc2)c1 | 0.17 | -0.53 | .
COCCCNC(=S)Nc1ccccc1[N+](=O)[O-] | . | . | 17.6
CC(NC(=O)CCc1nnc(C2(c3ccc(Cl)cc3)CCC2)o1)C1CC1 (stereo unspecified) | . | . | -33.3
O=c1cc(-c2ccccc2)oc2cc(OCc3ccccc3)cc(O)c12 | . | . | 50.0
COc1ccc(/C=N/NC(=O)C(Cc2c[nH]c3ccccc23)NC(=O)OCC(C)C)cc1[N+](=O)[O-] (stereo unspecified) | -0.04 | -0.86 | 10.0
Cc1cc(C(F)F)n2ncc(C(=O)NC3CCCCCC3)c2n1 | -1.4 | -0.89 | 26.3
Cc1cc(SCC(=O)NC(=O)NCc2ccco2)nc2ccccc12 | -1.22 | -0.75 | .
Oc1c(CN2CCCCC2)cc(Br)c2cccnc12 | -2.04 | -0.94 | .
CCOc1ccc(C2CC(=O)c3c([nH]c(C(=O)OC)c3C)C2)cc1OC (stereo unspecified) | 0.54 | 2.54 | 31.0
SMILES | SDO1 yeast rescue | SDO1 yeast rescue Rescue 24 h | Insulin prom inh
COc1ccc(NC(=O)Cn2nnc(C(=O)NCc3cccc(OC)c3)c2N)cc1 | 0.71 | 0.06 | -16.7
COCCNC(=O)CCc1nc(-c2ccccc2)no1 | 0.91 | 1.05 | -32.1
CCOc1ccc(NS(=O)(=O)N(C)C)cc1 | 0.84 | 0.27 | 61.5
CC(Sc1nnc(COc2ccc3ccccc3c2)n1C)C(=O)O (stereo unspecified) | 1.44 | 1.94 | .
CC1=C(C(=O)c2ccccc2)C(c2ccc(OC(F)F)cc2)NC(=S)N1 (stereo unspecified) | . | . | 0.0
COc1ccc(OC)c(C2CC(=O)Nc3cc(OC)c(OC)c(OC)c32)c1 (stereo unspecified) | 1.09 | 1.22 | -35.5
COC(=O)CNc1c(-c2ccccn2)nc2ccc(Br)cn12 | 0.83 | 0.06 | -36.8
O=C(O)CC(c1cccc(C(F)(F)F)c1)N1CCS(=O)(=O)CC1 (stereo unspecified) | . | . | -44.2
Cc1ccc(C(=O)NC(=S)Nc2c(C)ccc3nsnc23)cc1 | -1.49 | -1.69 | 12.5
COc1ccc2c(c1)nc(SCC(=O)c1ccc(Br)s1)n2C | -1.04 | -0.18 | -2.3
CCCN(Cc1cc2ccc(C)cc2[nH]c1=O)S(=O)(=O)c1ccccc1 | -0.67 | -0.72 | 2.9
Cc1c(C(=O)Nc2ccncc2)sc2nc(-c3ccc(F)cc3)cn12 | -1.22 | -1.26 | .
O=C(NCc1cccs1)C1CCCCC1 | 1.23 | 1.38 | -4.3
COC(=O)C(C(=O)NCC1CCCO1)C1CCCC1 (stereo unspecified) | 0.59 | 0.53 | 45.2
CCC1CSC(Nc2ccc(C(=O)/C=C/c3cccc(C)c3)cc2)=N1 (stereo unspecified) | -0.71 | -0.06 | .
CCC(C)N=Cc1c(NCc2ccco2)nc2c(C)cccn2c1=O (stereo unspecified) | -0.96 | -0.72 | -62.2
COc1ccc(/C=N/NC(=O)c2c(C)n(C)c3ccc(OC)cc23)c(OC)c1 | 0.61 | 0.25 | -8.8
CC(C)(C)OC(=O)N1CCC(C(=O)N[C@@H](Cc2ccccc2)C(=O)O)CC1 | 0.65 | -0.67 | 2.8
Cc1ccc(S(=O)(=O)c2cc(O)ccc2O)cc1C | . | . | 14.3
CCOC(=O)c1cnn(-c2cc(C(C)(C)C)nc3c(-c4ccccc4)c(C)nn23)c1N | -0.59 | 0.46 | -33.3
O=C1CCCN1c1ccc(S(=O)(=O)Nc2ccc3c(c2)OCCO3)cc1 | 0.81 | 1.25 | -13.9
COc1ccc(NC(=O)c2ccccn2)cc1 | 1.06 | 0.9 | 15.4
NC1=NC2(CCCCC2)N=C(Nc2ccc(Br)cc2)N1 | 1.34 | 1.61 | .
C=CCn1c(SCC(=O)c2ccc(OC)cc2)nnc1C(C)NC(=O)c1cccs1 (stereo unspecified) | -0.41 | -0.31 | 29.2
COc1ccc(OC)c(S(=O)(=O)N2CCCC(C)C2)c1 (stereo unspecified) | 1.55 | 2.11 | 31.2

The final four records of the section before are carried over, then new ones follow.
SMILES | SDO1 yeast rescue | SDO1 yeast rescue Rescue 24 h | Insulin prom inh
COc1ccc(NC(=O)c2ccccn2)cc1 | 1.06 | 0.9 | 15.4
NC1=NC2(CCCCC2)N=C(Nc2ccc(Br)cc2)N1 | 1.34 | 1.61 | .
C=CCn1c(SCC(=O)c2ccc(OC)cc2)nnc1C(C)NC(=O)c1cccs1 (stereo unspecified) | -0.41 | -0.31 | 29.2
COc1ccc(OC)c(S(=O)(=O)N2CCCC(C)C2)c1 (stereo unspecified) | 1.55 | 2.11 | 31.2
CCOC(=O)C1CNc2cc(S(=O)(=O)CC)ccc2O1 (stereo unspecified) | . | . | 11.1
CCOc1ccccc1OCCN1CCC(Cc2ccccc2)CC1 | 2.27 | 1.7 | -19.2
CCOC(=O)C1=C(CSc2nc3ccccc3s2)NC(=O)NC1c1cc(C)ccc1C (stereo unspecified) | -0.18 | 0.21 | .
Cc1nn(-c2ccccc2)c2sc(C(=O)NC3CCCCC3)cc12 | -1.39 | -0.76 | 25.7
CCOC(=O)c1c(NC(=O)Cc2cccs2)sc(C(=O)NC2CCCC2)c1C | -0.82 | -0.22 | -2.9
COc1cccc(S(=O)(=O)NCc2ccc(C(=O)Nc3ccc(C)cc3)cc2)c1 | -0.21 | -0.98 | -14.3
C=CCOc1c(Br)cc(/C=N/n2c(CC)n[nH]c2=S)cc1Br | 0.21 | 1.25 | -3.9
COc1ccc(CNC(=O)c2ccccc2[N+](=O)[O-])cc1 | 0.2 | -0.81 | 54.8
COc1ccccc1-n1nc(C)cc1N | . | . | 25.0
Cc1c(C#N)c2ncn(Cc3ccccn3)c(=O)c2n1-c1ccccc1 | 1.92 | 0.87 | -31.4
COc1cccc(NC(=O)CN2C(=O)COc3ccc(Cl)cc32)c1 | -0.98 | -0.91 | .
CCOC(=O)CSc1nc(-c2ccccn2)ncc1OC | . | . | 31.7
CCCn1c(=S)[nH]c2ccc(C(F)(F)F)cc21 | . | . | -205.0
COc1ccc(CCNC(=O)C/C(C)=N/NC(=O)c2ccc(N)cc2)cc1OC | 1.01 | 0.75 | -9.1
CCOC(=O)C1=C(C)NC(=O)CC1c1cc(OC)c(OC)cc1Br (stereo unspecified) | . | . | 20.0
Cc1ccc(NC(=O)CC(NCCN2CCOCC2)C(=O)O)cc1Cl (stereo unspecified) | 1.19 | 2.19 | 54.5
CC(=O)c1ccc(NC(=O)C(=O)c2cn(CC(=O)N3CCCCC3)c3ccccc23)cc1 | -1.45 | -1.06 | .
Cc1cc2cc(CNC(=O)c3ccc(S(=O)(=O)N4CCCCC4)cc3)ccc2[nH]1 | 0.03 | -0.18 | .
COc1ccc(CCN2C(=O)NC(NC(=O)CC(C)C)(C(F)(F)F)C2=O)cc1OC (stereo unspecified) | 1.96 | 1.02 | 7.4
CC(C)C(=O)N1CCN(c2ccc([N+](=O)[O-])cc2Cl)CC1 | -0.21 | -0.54 | 27.0
CCOc1ccccc1C(=O)N(CN1CCCC1=O)c1cccc(Cl)c1 | 0.71 | 0.88 | .
CCCn1nnc(NC(=O)C(c2ccccc2)c2ccccc2)n1 | 0.17 | -0.91 | 66.7
COc1ccccc1C(=O)N1C(CC(=O)Nc2cc(Cl)ccc2C)C(=O)NC2CCCCC21 (stereo unspecified) | 0.6 | -0.44 | i
Cc1cc(NCc2ccncc2)ccc1Br | . | . | 52.2
CCC(C)n1c(NC(=O)c2ccccc2)c(C#N)c2nc3ccccc3nc21 (stereo unspecified) | . | . | 12.5
SMILES | SDO1 yeast rescue | SDO1 yeast rescue Rescue 24 h | Insulin prom inh
O=C(CCCN1C(=O)/C(=C\c2ccco2)SC1=S)Nc1ccc2ccccc2c1 | -0.86 | -0.63 | 40.0
Cc1ccccc1/C=C1\OC(=O)c2ccccc21 | -0.64 | 0.62 | .
CCN(C(=O)c1cn(C)c(=O)c2cc(OC)c(OC)cc12)c1cc(OC)ccc1OC | 0.51 | 0.11 | .
Cc1ccsc1/C=N/Nc1ncc(Cl)cc1Cl | -0.38 | -0.29 | .
CC(=O)C1=C(C)NC(C)=C(C(C)=O)C1c1cccs1 | 0.39 | 0.77 | -7.7
COc1ccc(CCNC(=O)CC2Oc3ccc(Cl)cc3NC2=O)cc1OC (stereo unspecified) | 0.14 | 0.37 | .
O=C(/C=C/c1cccs1)Nc1scc(-c2ccccc2)c1C(=O)O | . | . | 6.7
